High-throughput results from PubChem.
DAX1 inh-1: NR0B1 (DAX1) inhibition; inhibition, % at 6.75 µM; P51843; AID 504766; 340,000 compounds, 0.99% hits; HEK293 Gal4-DAX1 luciferase reporter, luminescence;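 active = inhibition above the mean over all tested compounds plus 3 SD, cut at about 4.2% in these data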;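 also: 0% = DAX1-transfected cells with DMSO and 100% = empty-vector control cells with DMSO; inhibition shows as a rise in luminescence from relieved DAX1 repression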
sPLA2-III inh: Blocks human group III sPLA2 activity; Q9NZ20; QFRET BODIPY PC-A2 liposome hydrolysis, fluorescence; inhibition, % at 12.2 µM; 370,000 compounds, 0.56% hits;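 active = inhibition above mean plus 3 SD of compounds lying within the high and low control bounds, cut at about 19% in these data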;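 also: 0% = median of test compound wells and 100% = no enzyme DMSO wells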
SMARCA2 act: increases SMARCA2 function in MMTV reporter cells. MG213 cells, MMTV-luciferase reporter, dexamethasone, overnight. activation, % at 9.1 µM. 370,000 compounds, 1% hits. AID 652017; in the data active = activation above about 7.8%;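 also: 0% = vehicle wells and 100% = reference activator wells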
GAA850 FXN act: increases GAA850 frataxin promoter reporter activity | HEK293 lucGAA850 FXN promoter luciferase reporter, 24 h; percent of 10 µM SAHA response | activation, % at 6 µM | 360,000 compounds, 0.56% hits | AID 540364;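 active = activation above the average of all compounds screened plus 3 SD, cutoff fixed separately per campaign, cut at about 7.5% in these data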;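 also: 0% = DMSO wells and 100% = 10 µM SAHA wells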
GC-B act: GC-B (human) receptor activation; HEK293-GC-B cells, CNP EC30, cGMP TR-FRET; 0% at EC30 CNP, 100% saturating CNP; AID 1920062; 370,000 compounds, 0.11% hits; P20594; activation, % at 10 µM;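 active = activation at 10 µM reaching about 35% in either raw or pattern-adjusted values, limit read from the data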
Target sequence (P20594 whole entry, looked up): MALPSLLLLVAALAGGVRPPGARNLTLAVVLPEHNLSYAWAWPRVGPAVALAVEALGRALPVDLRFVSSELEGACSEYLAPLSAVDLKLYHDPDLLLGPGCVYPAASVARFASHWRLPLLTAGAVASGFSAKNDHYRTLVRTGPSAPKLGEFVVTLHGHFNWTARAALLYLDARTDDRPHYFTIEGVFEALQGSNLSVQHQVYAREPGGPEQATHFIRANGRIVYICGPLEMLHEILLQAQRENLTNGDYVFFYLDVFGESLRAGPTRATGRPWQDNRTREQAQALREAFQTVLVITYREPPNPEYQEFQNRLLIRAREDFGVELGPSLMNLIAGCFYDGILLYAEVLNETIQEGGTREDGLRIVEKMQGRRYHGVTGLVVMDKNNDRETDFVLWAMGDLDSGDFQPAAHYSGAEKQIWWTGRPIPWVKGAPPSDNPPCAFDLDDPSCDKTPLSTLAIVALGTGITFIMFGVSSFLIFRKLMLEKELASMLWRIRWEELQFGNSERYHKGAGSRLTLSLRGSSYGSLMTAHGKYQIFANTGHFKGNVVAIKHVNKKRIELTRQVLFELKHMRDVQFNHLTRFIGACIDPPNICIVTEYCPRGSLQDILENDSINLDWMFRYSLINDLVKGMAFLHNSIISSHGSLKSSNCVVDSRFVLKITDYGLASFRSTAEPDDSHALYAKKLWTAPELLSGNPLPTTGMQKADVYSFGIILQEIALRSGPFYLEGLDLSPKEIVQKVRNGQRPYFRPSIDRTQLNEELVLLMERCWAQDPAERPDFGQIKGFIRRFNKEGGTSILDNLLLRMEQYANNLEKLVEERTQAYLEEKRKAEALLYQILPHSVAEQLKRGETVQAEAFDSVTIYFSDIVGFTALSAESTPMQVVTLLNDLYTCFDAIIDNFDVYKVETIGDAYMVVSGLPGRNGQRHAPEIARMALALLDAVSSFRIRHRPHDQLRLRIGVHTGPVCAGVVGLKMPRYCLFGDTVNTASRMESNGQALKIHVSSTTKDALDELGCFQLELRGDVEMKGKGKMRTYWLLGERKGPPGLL
ssDAF12 agonist: activates DAF-12 receptor from parasite S. stercoralis; activation, % at 6.8 µM; HEK293 ssDAF-12/GRIP1 lit1-tk-luc reporter, luminescence; % of 3 µM dafachronic acid response; 370,000 compounds, 1% hits; AID 652126;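 active = activation above the mean over all tested compounds plus 3 SD, cut at about 0.9% in these data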;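 also: 0% = DMSO-only wells and 100% = 3 µM delta7-dafachronic acid wells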
hcDAF-12 act: activates DAF-12 receptor from parasite H. contortus | 370,000 compounds, 1.4% hits | activation, % at 6.8 µM | HEK293 hcDAF-12 lit1-tk-luc reporter, luminescence; 0% DMSO, 100% Δ7-dafachronic acid | AID 652067;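 active = activation above the mean of all tested compounds plus 3 SD, cut at about 5.5% in these data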;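 also: 100% = response to 3 µM Δ7-dafachronic acid high control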
GC-A act: GC-A (human) enzyme activation | 370,000 compounds, 0.14% hits | HEK293 GC-A cells, cGMP TR-FRET, EC30 ANP; 0% at EC30 ANP, 100% saturating ANP | activation, % at 10 µM; in the data active = activation above about 40%
hgDAF12 agonist: hgDAF-12 agonism, primary luciferase screen. HEK293 GAL4-hgDAF12 UAS-luciferase reporter, agonist luminescence; normalized to butyrate control. 370,000 compounds, 1.8% hits. activation, % at 6.8 µM;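 active = activation above a cutoff set at the mean of all screened compounds plus 3 SD, cut at about 10% in these data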;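 also: 0% = DMSO wells and 100% = sodium butyrate wells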
ADAM10 inh: inhibitors of human ADAM10 | O14672 | recombinant ADAM10, EDANS/DABCYL FRET peptide cleavage, 3 h | inhibition, % at 7 µM | 370,000 compounds, 0.62% hits | AID 720582;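 active = inhibition above a per-campaign cutoff equal to the mean of compounds falling between control-based bounds plus 3 SD, cut at about 20% in these data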;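 also: 0% = DMSO wells while the 100% control is not disclosed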
DAX1 inh-2: blocks DAX1 repression of SF-1 activated StAR promoter; HEK293T StAR-luciferase reporter, SF-1/DAX-1 repression relief; inhibition, % at 6.8 µM; 370,000 compounds, 1.1% hits; AID 652010;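 active = inhibition above the mean over all tested compounds plus 3 SD, cut at about 3.6% in these data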;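 also: 0% = DAX-1 cells with DMSO and 100% = cells lacking DAX-1 with DMSO; higher inhibition means more luminescence from relief of DAX-1 repression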
An asterisk follows results filed as active; · = no result given. The order is random; any-hit rate near 6.6%.

SMILES	DAX1 inh-1	sPLA2-III inh	SMARCA2 act	GAA850 FXN act	GC-B act	ssDAF12 agonist	hcDAF-12 act	GC-A act	hgDAF12 agonist	ADAM10 inh	DAX1 inh-2
CC1(c2nnc(-c3cccc(Cl)c3)o2)CC(c2ccc(Br)cc2)=NO1 (stereo not given)	1.8	5	3	0.8	1	-0.9	0.9	2	-0.6	2	0.8
Cc1ccc(CSc2nnc(CS(=O)Cc3ccc(Cl)cc3Cl)n2C)cc1 (stereo not given)	1.5	2	-2	1.5	-8	-2.0	-1.6	-4	1.3	1	0.7
O=C1CC(N2CCN(c3ccc(Cl)cc3)CC2)C(=O)N1c1ccc(F)cc1 (stereo not given)	1.0	8	-3	2.0	-6	-1.6	0.4	4	-0.7	-2	0.6
COc1cccc(CNC(=O)C2CCN(S(=O)(=O)c3ccc(Br)s3)CC2)c1	-1.1	2	-1	0.0	-7	-1.0	-2.8	1	-3.7	-1	-0.5
COc1ccc(OC)c(C2CC(=O)Nc3c2c(=O)[nH]c2ncnn32)c1 (stereo not given)	1.4	4	6	2.5	-7	-0.5	0.0	-3	-2.7	6	0.7
O=C1OC(c2ccc(O)cc2)(c2ccc(O)cc2)c2ccccc21	-1.2	-43	-1	-0.3	1	-1.5	0.2	3	0.6	-8	0.2
O=C1C2C(C(=O)N1c1ccccc1)N1CCCN1C2c1ccccc1 (stereo not given)	0.4	-5	0	-0.4	7	-1.2	-0.9	0	0.8	2	-0.4
OCCNCCCOc1ccc(Cl)cc1Br	-0.6	0	-1	2.2	-2	-0.5	-0.8	2	0.0	-4	0.2
O=C(NCc1ccc2c(c1)OCO2)c1ccccc1Cl	-0.5	0	2	1.3	2	-1.3	-1.1	1	-0.5	2	-0.3
CC(C)CCNC(=O)NC(=O)COc1c(F)c(F)cc(F)c1F	-0.8	-1	1	-0.9	-5	-1.2	-0.5	-3	0.0	-4	-0.3
COc1ccc(/C=C(\NC(=O)c2cccs2)C(=O)Nc2cccc3ccccc23)cc1OC	0.6	-7	-2	-1.5	1	-1.4	-2.8	0	-2.0	11	-0.5
COc1ccc(C2C(C(C)=O)=C(O)C(=O)N2CCc2ccccc2)c(OC)c1 (stereo not given)	0.1	-3	-3	2.5	0	-1.8	-1.4	-7	3.1	3	-0.8
CC(CCc1ccccc1)NC(=O)CN1CCc2ccccc2C1 (stereo not given)	-0.9	-6	-3	3.2	-4	-1.9	-1.4	1	4.3	3	-0.7
Fc1cccc2sc(Nc3nc4cc5c(cc4s3)OCO5)nc12	0.7	2	7	4.6	-7	1.1*	6.3*	-1	16*	-204	3.2
CCOC(=O)c1sc(=S)sc1SCc1cccc(C(F)(F)F)c1	0.7	-4	-2	0.7	-7	-0.9	-1.1	-7	0.8	3	0.2
CCOc1ccc(S(=O)(=O)NC2CCCC2)cc1C	0.8	-8	-3	1.5	-1	-0.6	-1.4	2	-3.9	-8	0.6
COc1ccc(NC(=O)CCCC(=O)OCC(=O)c2cccc(OC)c2)cc1	1.4	1	-4	-0.1	-1	-1.1	-0.9	-3	-1.8	2	-0.2
CSc1nc(SCC(=O)O)c2c3c(sc2n1)COC(C)(C)C3	1.4	-1	-2	-1.0	0	-1.5	-2.1	0	1.1	-42	-0.1
O=C(O)CC/C(=C\c1ccc(N2CCOCC2)c([N+](=O)[O-])c1)c1nc2ccccc2s1	-0.8	-31	2	2.2	-1	-0.7	-1.5	0	-2.6	9	-0.6
CC(C(=O)NC(C)(C)C)N(C(=O)CS(=O)CC(=O)Nc1ccc(F)cc1)C1CCCC1 (stereo not given)	0.3	-2	0	-0.4	6	-0.9	-0.1	2	-0.9	-3	-0.2
Cc1cc(NS(=O)(=O)c2ccc(NC(=O)CCCOc3ccc(Cl)cc3)cc2)no1	0.8	-34	0	-0.6	·	-0.9	-0.4	·	-1.6	-1	0.3
COc1cc(CCC(=O)Nc2nnc(-c3cccnc3)s2)cc(OC)c1OC	-0.6	4	-3	0.0	-2	-1.2	-1.6	2	6.6	-17	-0.5
O=C(Nc1cccc(C(=O)Nc2ccc(F)cc2F)c1)c1ccccc1	7.2*	-3	-1	0.8	3	-1.3	-2.8	-1	-0.5	-8	-0.5
CCC(C)(C)NC(=O)C1CCN(c2nc(OC)nc(OC)n2)CC1	6.1*	7	-1	0.0	1	-0.8	-1.3	5	-3.4	-7	-0.4
CC1(C)CC(=O)C2=C(C1)c1c(ccc3ncccc13)NC2c1cccs1 (stereo not given)	-2.3	-2	-2	-3.0	-12	-1.1	-0.7	-19	-0.7	-63	-1.7
Going on with the list.
SMILES	DAX1 inh-1	sPLA2-III inh	SMARCA2 act	GAA850 FXN act	GC-B act	ssDAF12 agonist	hcDAF-12 act	GC-A act	hgDAF12 agonist	ADAM10 inh	DAX1 inh-2
O=C(Cc1ccc(Cl)cc1)c1ccc(O)cc1	4.9*	-31	5	3.4	3	-1.0	0.8	0	6.5	4	0.7
COc1ccccc1N(C)S(=O)(=O)c1ccc(Cl)c(C(=O)NC2=NCCS2)c1	-0.3	-6	1	1.8	-2	-1.8	-0.6	-1	0.5	8	-1.1
O=C(O)c1ccc(-n2c(O)c(C=C3N=c4ccccc4=N3)sc2=S)cc1	1.2	-6	-3	2.4	-1	-0.5	1.8	3	7.1	-56	-0.3
O=C(c1ccc(Cl)c(S(=O)(=O)N2CCOCC2)c1)N1CCN(Cc2ccccc2)CC1	-0.7	-4	-3	3.7	7	-0.5	-1.4	-1	-1.2	2	-0.5
CC(C)c1cc(C(=O)N2CCCC(C(=O)c3ccc4ccccc4c3)C2)on1 (stereo not given)	0.6	-13	1	0.2	-2	-1.0	-0.2	0	-2.1	-35	-0.2
Cn1c(-c2ccc(F)cc2)cnc1NCc1ccc(F)cc1	0.1	13	6	-0.3	-1	-1.3	-0.5	-10	-0.8	3	0.4
COc1ccccc1Cc1noc(C(C)(C)NC(=O)c2ccccc2)n1	1.6	-8	1	0.9	5	-1.0	1.1	4	0.4	1	-1.0
CC(C)Oc1cccc(C(=O)Nc2ncn[nH]2)c1	1.4	-1	3	1.6	-2	-1.3	1.9	-1	0.8	11	0.3
O=C(NC1CCCCC1)C(c1ccccc1)n1c(=O)c(-c2ccco2)nc2ccccc21 (stereo not given)	·	5	2	·	-14	-1.2	-0.6	-21	0.1	-284	-0.2
CC(NC(=O)CSc1ccccc1C(=O)O)C1CC2CCC1C2 (stereo not given)	0.9	0	-1	1.1	3	-0.9	-0.9	3	-1.3	-1	0.5
COc1cccc(/C=C2\SC(=S)N(CCC(=O)NCCc3ccc(O)cc3)C2=O)c1	-0.1	-45	-1	-0.6	0	-0.5	0.4	-5	1.0	7	0.0
CC(=NCC1CCNCC1)C1=C(O)CC(C)(C)CC1=O	-0.7	0	1	1.1	-5	-1.6	-0.6	-6	-0.7	-7	-0.5
NS(=O)(=O)c1ccc(Nc2ccc([N+](=O)[O-])c3nonc23)cc1	0.0	2	-4	-0.9	-3	-1.7	-0.6	-6	-0.5	11	-0.6
COc1ccc(NC(=O)c2[nH]c(C)c(C(C)=O)c2C)cc1S(=O)(=O)N1CCOCC1	2.3	-3	-1	0.6	1	-0.7	1.4	7	2.5	5	0.0
CCOC(=O)c1ccc(-c2c(-c3ccccc3OC)oc3ccccc23)cc1F	-0.3	-2	2	1.9	5	-0.4	1.3	-2	-0.8	-224	0.3
Cc1ccccc1NC(=O)CSc1nc2ccccc2o1	0.3	-10	-2	0.6	2	-1.2	-1.0	0	11*	-6	-0.5
CCOC(=O)C1=C(COC(=O)COc2ccccc2C=O)NC(=O)NC1C (stereo not given)	0.4	-6	-2	-0.3	-5	-1.1	-0.4	0	-0.4	-33	0.3
CCN(CC)C(=O)COc1ccc2c3c(c(=O)oc2c1C)CCCC3	-1.1	-2	-1	2.7	4	-1.9	-2.4	3	-2.9	-255	-0.3
Cc1nc2ccccc2cc1C(=O)N/N=C/c1cccs1	-0.7	4	-4	3.0	0	-1.1	-1.1	-2	-0.9	-1	-0.2
Cc1c(C(=O)N(C)c2ccc(Cl)cc2)cnn1-c1ccccc1	2.9	4	7	3.3	-11	-0.8	0.7	-17	6.8	7	0.6
COc1ccccc1/C=C(/C#N)C(=O)O	-0.4	0	-2	2.9	0	-1.1	-1.0	0	0.9	-8	0.2
O=C(N[C@H](Cc1ccccc1)C(=O)NCCCc1ccccc1)[C@H]1O[C@@H](n2ccc(=O)[nH]c2=O)[C@H](O)[C@@H]1O	·	0	0	·	-3	-0.9	-0.7	0	-1.6	-6	1.5
O=C(Cc1ccc([N+](=O)[O-])cc1)NNC(=O)c1cccs1	0.5	3	2	0.6	9	-1.2	-0.2	-4	-1.5	2	0.0
O=C(CSc1nnc(-c2ccc(F)cc2)c2ccccc12)Nc1ccccc1Cl	-0.6	-7	-3	4.1	-2	-1.1	-1.4	-2	-0.4	0	-0.6
O=C(Cn1nc(Cc2ccncc2)c2ccccc2c1=O)N1CCc2ccccc2C1	-1.2	2	-2	0.0	6	-1.3	0.2	4	-1.1	5	1.2

Look-ups from the list:
Cc1ccccc1NC(=O)CSc1nc2ccccc2o1 in GC-B act: 2
Cc1nc2ccccc2cc1C(=O)N/N=C/c1cccs1 in GC-A act: -2

Continued:
SMILES	DAX1 inh-1	sPLA2-III inh	SMARCA2 act	GAA850 FXN act	GC-B act	ssDAF12 agonist	hcDAF-12 act	GC-A act	hgDAF12 agonist	ADAM10 inh	DAX1 inh-2
COCCN(C(=O)COC(=O)c1cc(C)oc1C)c1c(N)n(Cc2ccccc2)c(=O)[nH]c1=O	-0.4	0	-1	-0.2	-1	-0.9	-1.4	-3	0.0	-5	-0.2
CC(C)NC(=O)CSc1nnc(COc2ccccc2Cl)o1	0.2	-3	0	-1.2	5	1.2*	-1.1	10	2.3	0	0.1
CC(Oc1cccc(Cl)c1)C(=O)N1CCCN(C)CC1 (stereo not given)	1.2	1	-1	1.0	0	-1.2	-1.0	0	3.9	-2	0.6
O=C(N/N=C\c1ccccn1)C1c2ccccc2Oc2ccccc21	-0.5	-10	-1	-0.2	4	-1.0	-0.2	-2	-0.9	0	-0.6
CC(C)(C)CC(=O)Nc1nc(C(N)Cc2ccc(C(F)(F)F)cc2)cs1 (stereo not given)	·	6	-6	-0.2	-9	-1.7	1.6	-11	2.6	2	-0.3
O=C(CC(c1ccccc1)(c1ccccc1)c1ccccc1)N[C@@H](Cc1ccccc1)C(=O)O	-0.1	-28	0	-0.2	3	-0.8	-0.5	2	1.5	-1	-0.1
Cc1cc(C)cc(N(C(C)C(=O)N2CCOCC2)S(C)(=O)=O)c1 (stereo not given)	·	4	1	1.1	5	-1.6	-0.8	0	-0.3	7	-0.2
CCc1nc2nc(C)c(NS(=O)(=O)c3cccs3)c(=O)n2[nH]1	-0.9	1	2	0.1	2	0.3	3.0	2	2.1	7	0.2
